# High-throughput results deposited in PubChem BioAssay by Broad Institute.
# CD40 NFkB inh: CD40 pathway inhibition in BL2 cells. BL2 NF-kB luciferase reporter, CD40L-induced, 4 h. inhibition, % at 10 µM. 0.94% of 83,000 active;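 active = mean inhibition of at least 50% with a set share of replicates also reaching that level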;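 note: 0% = neutral control wells and 100% = IKK inhibitor VII at 50 µM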
# Active calls of the source: *; & = joins results of further samples; [ ] = another dose, or the depositor's remark. This is a subset. The share of hits here may be higher or lower than overall.
CD40 NFkB inh	mol
5	Cc1cccn2c(=O)nc(SCC(=O)NCc3ccc(F)cc3)nc12
6	CC(=O)N1c2ccccc2C2(C)C(C1(C)C)C2(Cl)Cl (stereo unspecified)
0	O=C(NCc1ccc(F)cc1)c1ccc(N2CCc3ccccc32)c([N+](=O)[O-])c1
10	CC(=O)NC(Cc1c[nH]c2ccccc12)C(=O)NCCc1ccccn1 (stereo unspecified)
-76	Cc1onc(-c2ccccc2)c1C(=O)Nc1nc2c(s1)CCCC2
5	CN(C)S(=O)(=O)c1cccc(C(=O)N2CCN(C(=O)C3CCCO3)CC2)c1 (stereo unspecified)
33	CCCc1ccc(-c2ccc(C(=O)O)cc2)nc1
-1	Cc1ccc(C(=O)CCC(=O)N2CCN(C/C=C/c3ccccc3)CC2)cc1

# Brought forward from above: 4 entries, then new ones.
CD40 NFkB inh	mol
-76	Cc1onc(-c2ccccc2)c1C(=O)Nc1nc2c(s1)CCCC2
5	CN(C)S(=O)(=O)c1cccc(C(=O)N2CCN(C(=O)C3CCCO3)CC2)c1 (stereo unspecified)
33	CCCc1ccc(-c2ccc(C(=O)O)cc2)nc1
-1	Cc1ccc(C(=O)CCC(=O)N2CCN(C/C=C/c3ccccc3)CC2)cc1
6	Cc1csc(NC(=O)CSc2nnc3ncccn23)n1
-22	Cn1cnnc1SCc1ccc(C(=O)N/N=C/c2cccs2)cc1
8	C(=N\Nc1nc(N2CCOCC2)nc(N2CCOCC2)n1)/c1ccco1
-2[25 µM]	COc1ccccc1-c1ccccc1[C@@H]1[C@H](C#N)N(C(=O)C2CCC2)[C@H]1CO
11	COCCn1c(SCC(=O)NNC(=O)c2ccccc2)nc2ccccc21
6	Cc1cc(NS(=O)(=O)c2cn(C)nc2C)no1
14[25 µM]	O=C(Nc1cccc(Cl)c1)N1C[C@H]2[C@@H](c3ccccc31)[C@H](CO)N2C(=O)C1CCCC1
1	CC(=O)N1CCN(c2ccc(Oc3nnnn3-c3ccccc3)cc2)CC1
54*	Oc1ccc2ccccc2c1CNc1cnc2ccccc2c1
0[25 µM]	O=C(NC1Cc2ccccc2C1)[C@H]1[C@H](CO)[C@H]2Cn3c(cccc3=O)[C@H]2N1C(=O)c1cnccn1
4	CCOc1ccc(NC(=O)c2sc(NC(C)=O)c(C(=O)OC)c2C)cc1
-5	C=CCn1c(-c2ccc(Cl)cc2)cnc1SC(C)C(N)=O (stereo unspecified)
3	CC(=O)N1CCN(c2ccccc2NC(=O)COc2ccccc2C)CC1
-26	CCOC(=O)c1sc(NC(=O)CC2OC(=O)c3ccccc32)nc1C (stereo unspecified)
5	COCCNC(=O)C1(C)CCN(C(=O)c2oc3ccccc3c2C)C1 (stereo unspecified)
18	CN(C)S(=O)(=O)c1cccc(NC(=O)COc2ccc(S(=O)(=O)N3CCOCC3)cc2Cl)c1

# Compounds above that contain fluorine, in the order listed:
CD40 NFkB inh	mol
5	Cc1cccn2c(=O)nc(SCC(=O)NCc3ccc(F)cc3)nc12
0	O=C(NCc1ccc(F)cc1)c1ccc(N2CCc3ccccc32)c([N+](=O)[O-])c1

# Additional compounds follow.
CD40 NFkB inh	mol
4	O=C(Nc1ccc2c(c1)OCO2)c1cccc2c1C(=O)N(C1CCCCC1)C2
-1[25 µM]	O=C(C[C@H]1C=C[C@H](NC(=O)Cc2ccccn2)[C@H](CO)O1)NCCc1ccncc1
-21[25 µM]	C[C@@H]1CN([C@@H](C)CO)C(=O)c2ccccc2-c2ccccc2CO[C@@H]1CN(C)Cc1cccc2c1OCCCO2
0	CC(=O)N1CCC(C(=O)N2CCN(S(=O)(=O)c3ccc(F)cc3)CC2)CC1
-35	CN(Cc1nc2ccccc2[nH]1)Cc1nc(CC2CC2)no1
5	COCCn1cnc2c1c(=O)n(Cc1ccccc1C#N)c(=O)n2Cc1ccccc1
4	Cc1cccc(NC(=O)c2cccc(C(=O)Nc3cccc(C)n3)c2)n1
-11	CSc1c(-c2ccccn2)c(N)nn1C(=O)C1CC1

# A draw from above in order of number of heavy atoms, rising:
CD40 NFkB inh	mol
-11	CSc1c(-c2ccccn2)c(N)nn1C(=O)C1CC1
-35	CN(Cc1nc2ccccc2[nH]1)Cc1nc(CC2CC2)no1
4	O=C(Nc1ccc2c(c1)OCO2)c1cccc2c1C(=O)N(C1CCCCC1)C2
-1[25 µM]	O=C(C[C@H]1C=C[C@H](NC(=O)Cc2ccccn2)[C@H](CO)O1)NCCc1ccncc1
-21[25 µM]	C[C@@H]1CN([C@@H](C)CO)C(=O)c2ccccc2-c2ccccc2CO[C@@H]1CN(C)Cc1cccc2c1OCCCO2

# (further entries)
CD40 NFkB inh	mol
29[25 µM]	C[C@@H]1CN([C@@H](C)CO)C(=O)c2c(c3ccccc3n2C)-c2ccccc2CO[C@H]1CN(C)C(=O)c1cc(Cl)cc(Cl)c1
5[25 µM]	CS(=O)(=O)N1CC(=O)N2[C@H](CO)[C@@H](c3ccc(C#CCC4CCCC4)cc3)[C@H]2C1
-4	Nc1nc2c(Cl)cc(Cl)cc2s1
4	CC(NS(=O)(=O)c1ccc(Cl)c(Cl)c1)C(=O)OCC(=O)N1CCCCCC1 (stereo unspecified)
-4	COc1ccc(S(=O)(=O)N(C)CC(=O)NCCC2=CCCCC2)cc1
13	c1ccc(-c2csc3ncnc(NCCN4CCOCC4)c23)cc1
-2	Cc1cccc(NC(=O)c2cc([N+](=O)[O-])ccc2N2CCN(C)CC2)c1
2	Cc1cc(Cl)ccc1OCC(=O)NNC(=O)c1ccc(=O)[nH]c1
7[25 µM]	OC[C@@H]1[C@H](c2ccc(Br)cc2)[C@H]2CN(Cc3cncnc3)CCCCN12
3	CC(=O)N1CCN(CC(O)COc2ccc(S(=O)(=O)N3CCOCC3)cc2)CC1 (stereo unspecified)
11	Cc1cc(C)n(-c2n[nH]c(C)c2[N+](=O)[O-])n1
52*	COc1ccccc1C(=O)NCCC(=O)Nc1nc2ccccc2[nH]1
7	CC1(C)C(=O)OC(C(=O)c2ccc(Cl)cc2)C(C)(C)C1=O (stereo unspecified)
-10[25 µM]	CN(C)CC(=O)N1[C@H](CO)[C@@H](c2ccccc2)C12CN(CCC(F)(F)F)C2
-3	CN(C)CCCN(C(=O)CCc1ccccc1)c1nc2ccc(F)cc2s1
-6[25 µM]	C/C=C/c1cnc2c(c1)C(=O)N([C@H](C)CO)C[C@@H](C)[C@H](CN(C)C(=O)C1CCOCC1)O2
1	CCC(=O)c1ccccc1OCCN1C(=O)NC(C)(C)C1=O
-4	O=C(CN1C(=O)CC(c2ccco2)Sc2ccccc21)NC1CCCCC1 (stereo unspecified)
9	CC(NC(=O)CC12CC3CC(CC(C3)C1)C2)C(=O)O (stereo unspecified)
16	C[C@@H](NC(=O)C[C@H]1C[C@@H]2c3cc(NC(=O)NC4CCCC4)ccc3O[C@@H]2[C@H](CO)O1)c1ccccc1
6[25 µM]	C[C@H](CO)N1C[C@H](C)[C@@H](CN(C)C(=O)Nc2ccc3c(c2)OCO3)OCCCC[C@H](C)Oc2ccc(NS(=O)(=O)c3ccc(F)cc3)cc2C1=O
4[25 µM]	COCC(=O)N1[C@@H](C#N)[C@@H](c2ccccc2-c2cccc(C)c2)[C@@H]1CO
-29	Cc1c2cnccc2c(C)c2c1oc1ccccc12
3	Cc1ccc(C)c(NC(NC(=O)c2ccccn2)C(Cl)(Cl)Cl)c1 (stereo unspecified)
7[25 µM]	O=C(C[C@@H]1CC[C@@H](NC(=O)c2ccc3c(c2)OCO3)[C@@H](CO)O1)NCc1ccc(Oc2ccccc2)cc1
-2	O=C(CSc1nc(=O)n2ccccc2n1)N1CCCCCC1
11	Cc1cc(C)n(Cc2cnc(N3CCOCC3)s2)n1
-1	COc1ccc2cc(C3(C)NC(=O)N(CC(=O)NCCC4=CCCCC4)C3=O)ccc2c1 (stereo unspecified)
44[25 µM]	C/C=C/c1ccc([C@@H]2[C@@H](C#N)N(c3ncc(CC)s3)[C@@H]2CO)cc1
-12[25 µM]	C[C@H](NC(=O)N(C)C[C@@H]1OCc2ccccc2-c2ccccc2C(=O)N([C@H](C)CO)C[C@H]1C)c1ccccc1
4	Cc1ccc(S(=O)(=O)NC(=O)C2(C)CCN2C(=O)Cc2ccc(Cl)cc2Cl)nc1 (stereo unspecified)
3	N#Cc1ccc(COC(=O)C2CC(=O)N(CCc3ccccc3)C2)cc1 (stereo unspecified)
17	COc1ccc(C(C)=O)cc1COC(=O)c1cc(C)nc2ccccc12
-4	COc1ccc(/C=C/c2nc3sc4c(c3c(=O)o2)CCC4)cc1
-53	CN(C)/C=N/C1=C(C#N)C(c2cccs2)c2ccc3ccccc3c2O1 (stereo unspecified)
3	Cc1cc2c(=O)n(C)c(SCC(=O)Nc3ccccc3C)nc2s1
1	CCN(CC(=O)NCc1cccs1)C(=O)c1cccc(S(=O)(=O)NCc2ccccc2)c1
-16	CC(C)c1cn(CC[C@@H]2CC[C@H](NC(=O)C3CCCCC3)[C@@H](CO)O2)nn1
0	O=C(Nc1ccc(F)cc1)N1C[C@H]2[C@@H](c3ccccc31)[C@@H](CO)N2C(=O)c1cccnc1
8[25 µM]	O=C(c1cnccn1)N1CC(=O)N2[C@H](CO)[C@@H](c3ccc(C#CC4CC4)cc3)[C@H]2C1
1	NC(=O)Cn1cnc(-c2ccccc2)c1
-16	O=C(COC(=O)c1cccc(-n2cnnn2)c1)c1ccc(F)c(F)c1
1[25 µM]	CO[C@H]1CN(C)C(=O)c2cccc(C#N)c2OCC[C@@H]2CC[C@H](OC)[C@@H](CN(C)C(=O)[C@H]1C)O2
20	CCOc1ncccc1C(=O)OCC(=O)NCCc1ccc(S(N)(=O)=O)cc1
19	O=C(C1CCC1)N1C[C@@H]2N[C@H](C1)C2c1ccc(-c2ccncc2)cc1 (stereo partly specified)
14&-23[25 µM]	COc1ccccc1S(=O)(=O)N1[C@@H]2CNC[C@H]1C2c1ccc(/C=C/c2ccccc2)cc1 (stereo partly specified)
-3	CCCCNc1nc(C)c(C(C)=O)cc1C#N
14	O=C(c1cccnc1)N1CCN(C(=O)c2cccc(Cl)c2)CC1
2	Cc1ccc2c(C)cc(=S)[nH]c2c1
-1	CCCNC(=O)N[C@H]1CC[C@@H](CCn2cc(C3CCCC3)nn2)O[C@@H]1CO
10[25 µM]	N#C[C@H]1[C@H](c2ccccc2)[C@@H](CO)N1C(=O)c1ccccc1F
6	COc1cccc(C(=O)C2CCCN(Cc3cn(CC(N)=O)c4ccccc34)C2)c1 (stereo unspecified)
20[25 µM]	COc1ccc(-c2ccccc2[C@H]2[C@@H](CO)N(C(=O)C3CCC3)[C@H]2C#N)cc1
5	CC(=O)N1CCN(C(C)=O)C1c1ccccc1
0[25 µM]	CCNC(=O)[C@@H]1[C@@H](CO)[C@@H]2Cn3c(ccc(-c4ccc(F)cc4)c3=O)[C@@H]2N1C(=O)Cc1cccnc1
1	COc1ccc(N(CC(=O)N2CCC(C)CC2)S(=O)(=O)c2c(C)nn(C)c2C)cc1

# Next part:
CD40 NFkB inh	mol
3[25 µM]	CCS(=O)(=O)N1CC(=O)N2[C@@H](CO)[C@H](c3ccc(C#CC4CCCCC4)cc3)[C@@H]2C1
19[25 µM]	COc1ccc2c3c(n(C)c2c1)[C@H](CO)N(C(=O)Nc1ccc(F)cc1)CC31CCN(C(=O)Nc2c(C)noc2C)CC1
-4	O=C(Cc1ccccc1Cl)Nc1ccc(S(=O)(=O)N2CCOCC2)cc1
-9	CCOC(=O)NC(=O)COC(=O)c1ccc(O)cc1
6	N#CCCN(CCC#N)c1nncs1
8	Cc1ccc(S(=O)(=O)n2cnc3cc([N+](=O)[O-])ccc32)cc1C
-8	O=C(CSc1nc(=O)n2ccccc2n1)Nc1cccc2ccccc12
10	O=C(CCCC(=O)c1ccccc1)NCCc1ccccc1
8	O=C(C[n+]1cccc(CNC(=O)c2ccc(OC(F)F)cc2)c1)Nc1ccc(F)cc1
0	Cc1cc(NC(=O)c2ccccc2F)nc2c1c(=O)oc1ccccc12
-2	Cn1cc(C(=O)c2ccccc2)cc1-c1nc2ccccc2n1C
8	C[C@@H]1CN([C@H](C)CO)C(=O)c2c(c3ccccc3n2C)-c2ccccc2CO[C@H]1CN(C)C(=O)Cc1ccccc1
11	Cc1nc2cc(C)c(C)cc2s1
24[25 µM]	CCCNC(=O)N1CC2(CN(Cc3cccc(F)c3)C2)c2c([nH]c3cc(OC)ccc23)[C@H]1CO
2[25 µM]	Cc1nn(C)cc1NC(=O)C[C@H]1CC[C@@H]2[C@@H](COc3ccc(NC(=O)C4CCOCC4)cc3C(=O)N2C)O1
-9[25 µM]	C[C@H]1CN([C@@H](C)CO)C(=O)c2cc(C#Cc3ccccc3)cnc2O[C@@H]1CN(C)C(=O)c1ccccc1
-9	CCOC(=O)c1sc(NC(=O)C2=COCCO2)c(C#N)c1C
9	COc1cc(/C=C2/C(=N)N3C=CSC3=NC2=O)ccc1OCCCOc1c(C)cccc1C
11	O=C(NCCc1ccccc1)C1c2ccccc2C(=O)N1C1CC1 (stereo unspecified)
-69	Cc1ncc(CO)c(/C=N/N=C/c2ccccc2O)c1O
4	O=C(C[C@@H]1CC[C@@H](NC(=O)NC2CCCCC2)[C@H](CO)O1)NCc1ccc(F)cc1
-1	CN(C)c1ccc(C=C(c2nnnn2-c2ccccc2)c2nnnn2-c2ccccc2)cc1
2	O=C(CN1CCCCC1)N1CCN(C(=O)CN2CCCCC2)CC1
1[25 µM]	COc1cccc(-c2ccc3c(c2)[C@@H]2[C@@H](CCN2S(=O)(=O)c2ccccc2F)[C@@H](CO)N3)c1
-2	O=C(CN1C(=O)NC2(CCOc3ccccc32)C1=O)Nc1cccc(Cl)c1 (stereo unspecified)
13	O=C(Cc1ccccc1)N1CCc2[nH]nc(-c3ccccc3)c2C1
-15[25 µM]	C[C@H](CO)N1C[C@H](C)[C@@H](CN(C)S(C)(=O)=O)OCc2ccccc2-c2ccccc2C1=O
10	C=CCC1CCCCC1=C(C#N)c1ccccc1 (stereo unspecified)
-118	c1ccc(N2CCN(c3nc4cc5c(cc4s3)OCO5)CC2)cc1
9	COC(=O)C(C#N)C(c1cccnc1)c1c(C)[nH][nH]c1=O (stereo unspecified)
6	Nc1ccc(SCc2cccnc2)cc1
-16	CCc1c(C)c2ccc(OCC(=O)OC(C)C)c(C)c2oc1=O
